Screening data (PubChem)
PrPC surface inh: inhibitors of human cell surface prion protein PrPC, primary screen, cell-based, TR-FRET; TR-FRET read-out; inhibition, % at 13.8 µM; 370,000 compounds, 0.43% hits; AID 720596, 2013; in the data active means inhibition above about 24%; further: 0% = median of the test wells and 100% = reference compound wells
CCHF vOTU inh: CCHFV vOTU protease inhibitors, primary screen, biochemical, Pep-AMC substrate, fluorescence. inhibition, % at 11.5 µM. 370,000 compounds, 0.55% hits. Crimean-Congo hemorrhagic fever virus L polyprotein viral ovarian tumor (vOTU) protease …; in the data active means inhibition above about 30%; further: 0% = vehicle wells with enzyme and 100% = no enzyme wells
BoNT-A LC inh2: BoNT/A light chain protease inhibitors, primary screen, biochemical, flow cytometry, MLPCN library; AID 588499, 2011; inhibition, % at 10 µM; 360,000 compounds, 0.17% hits; multiplex microsphere protease substrate cleavage; further: plate controls were buffer without enzyme for full effect and enzyme alone for no effect
3CLpro inhibitor: SARS-CoV 3CLpro protease inhibitors, primary screen, biochemical, quenched FRET; recombinant SARS-CoV 3CLpro, quenched FRET peptide cleavage; Replicase polyprotein 1ab (Severe acute respiratory syndrome coronavirus), P0C6X7; 290,000 compounds, 0.14% hits; inhibition, % at 6 µM; in the data active means inhibition above about 12%
Rv3671c inh: Rv3671c serine protease inhibitors, primary screen, biochemical, fluorescence polarization, M. tuberculosis H37Rv; AID 2606, 2010; 320,000 compounds, 0.048% hits; P9WHR9; inhibition, % at 5.96 µM; in the data active means inhibition above about 38%;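 further: extracellular domain of Rv3671c used as enzyme; 0% = enzyme with DMSO and 100% = no enzyme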
PriA SSB inh: inhibitors of Klebsiella pneumoniae PriA binding to SSB C-terminal tail, primary screen, biochemical, AlphaScreen | 430,000 compounds, 0.6% hits | inhibition, % at 33 µM | AlphaScreen SSBct-PriA binding, biotinylated peptide; in the data active means inhibition mostly above about 37%, no sharp cut-off; inactive means mostly below about 20%;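 further: plate controls were negative control peptide for no effect and reference peptide for full effect; strong numbers were not always called active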
DUSP3 inh: VHR1 phosphatase inhibitors, primary screen, biochemical, absorbance, uHTS; recombinant VHR phosphatase, pNPP absorbance; inhibition, % at 13.3 µM; 290,000 compounds, 0.52% hits; AID 1654, 2009; Dual specificity protein phosphatase 3 (Homo sapiens), P51452; in the data active means inhibition above about 50%; further: some compounds called inactive have numbers as strong as hits
MazF activator: activators of E. coli MazEF toxin-antitoxin RNase, primary screen, biochemical, fluorescence, uHTS; activation, % at 20 µM; FAM/BHQ RNA-DNA oligo cleavage fluorescence, 5 h; Endoribonuclease toxin MazF (Escherichia coli (strain K12)), P0AE70; 350,000 compounds, 0.32% hits; in the data active means activation above about 50%
Target sequence (P0AE70 whole entry, looked up): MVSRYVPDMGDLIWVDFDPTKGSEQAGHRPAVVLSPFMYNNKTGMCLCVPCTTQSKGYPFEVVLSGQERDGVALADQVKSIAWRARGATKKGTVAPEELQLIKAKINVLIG
Anthrax LF inh2: Bacillus anthracis LF protease inhibitors, primary screen, biochemical, multiplex microsphere, MLPCN library | Lethal factor (Bacillus anthracis), P15917 | multiplex microsphere protease cleavage assay | inhibition, % at 10 µM | 360,000 compounds, 0.12% hits | AID 588501, 2011; further: plate controls were buffer without enzyme for full effect and enzyme alone for no effect
Target sequence (P15917 whole entry, looked up): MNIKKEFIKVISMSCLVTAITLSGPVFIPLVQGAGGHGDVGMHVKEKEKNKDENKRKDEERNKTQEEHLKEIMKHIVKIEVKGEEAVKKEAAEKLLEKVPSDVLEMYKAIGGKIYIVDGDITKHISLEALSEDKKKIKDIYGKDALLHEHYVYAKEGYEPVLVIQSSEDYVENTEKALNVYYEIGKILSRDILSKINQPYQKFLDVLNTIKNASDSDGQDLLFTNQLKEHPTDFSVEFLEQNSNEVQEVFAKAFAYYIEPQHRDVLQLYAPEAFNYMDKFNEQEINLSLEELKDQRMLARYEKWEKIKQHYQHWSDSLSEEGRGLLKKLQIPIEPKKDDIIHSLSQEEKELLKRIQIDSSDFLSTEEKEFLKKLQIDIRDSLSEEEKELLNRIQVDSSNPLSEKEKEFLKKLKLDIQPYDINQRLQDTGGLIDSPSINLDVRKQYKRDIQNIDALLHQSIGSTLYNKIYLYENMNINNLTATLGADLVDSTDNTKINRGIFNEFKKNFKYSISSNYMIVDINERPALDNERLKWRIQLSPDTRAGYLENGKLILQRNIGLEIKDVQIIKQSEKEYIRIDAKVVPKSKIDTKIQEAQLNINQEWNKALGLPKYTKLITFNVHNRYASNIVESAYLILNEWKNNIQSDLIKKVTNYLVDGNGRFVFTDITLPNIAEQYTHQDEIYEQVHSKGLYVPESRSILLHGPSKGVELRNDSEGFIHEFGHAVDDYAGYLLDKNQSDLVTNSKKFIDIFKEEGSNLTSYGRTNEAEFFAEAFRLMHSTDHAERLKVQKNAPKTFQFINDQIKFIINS
BoNT-F LC inh: BoNT/F light chain protease inhibitors, primary screen, biochemical, flow cytometry, MLPCN library | Botulinum neurotoxin type F light chain protease (Clostridium botulinum) | Multiplex microsphere protease cleavage assay | inhibition, % at 10 µM | 360,000 compounds, 0.22% hits; in the data active means inhibition above about 35%, passing the limit was not always enough; inconclusive means no clear call, values can overlap the other calls; further: plate controls were buffer without enzyme for full effect and enzyme alone for no effect
Active calls of the source: *; ? = inconclusive; nt = no result given; & = joins results of further samples. Unless noted, no stated cut-off is given here; in the data, active means inhibition above about 30%; inconclusive means no clear call, values can overlap the other calls; inactive means below that.

Second line of a record: PrPC surface inh	Anthrax LF inh2	3CLpro inhibitor	DUSP3 inh	BoNT-F LC inh	CCHF vOTU inh	Rv3671c inh	BoNT-A LC inh2	PriA SSB inh	MazF activator
- Cc1ccc(C)c(S(=O)(=O)N2CCCOC2CNC(=O)C(=O)NCc2ccccc2)c1 (centres undefined)
 : 7	2	0	2	-6	-10	-13	-0.4	-2	-8
- O=C(Cc1cccs1)NCCN1CCOCC1
 : 2	0	-4	-7	-1	-5	-6	0.0	-5	-3
- Brc1ccc(-c2nnc(-c3ccco3)o2)cc1
 : -7	2	0	1	5	3	5	0.4	-12	4
- COc1ccc(CCC(=O)Nc2ccc(Cl)c(S(=O)(=O)N3CCCC3)c2)cc1
 : 17	4	1	25	-8	-10	-20	1.0	-23	-11
- CCCSc1nnc(NC(=O)Nc2ccc(C)cc2)s1
 : 6	?	-3	-22	0	2	0	-0.2	2	-4
- CN(C)C=NC(=O)c1cc(C(=O)c2ccccc2)c[nH]1
 : 9	-4	-1	13	-5	3	12	-2.0	-9	10
- CSCCC(NC(=O)c1ccccc1Cl)C(=O)Nc1cccc(S(=O)(=O)N2CCCC2)c1 (centres undefined)
 : 4	-3	nt	nt	8	-3	0	-1.1	-5	5
- O=C(Nc1ccc2c(c1)OCO2)NC1CCN(Cc2ccccc2)CC1
 : nt	-2	0	13	-14	nt	-5	-0.1	6	-7
- O=C(O)c1ncn(Cc2ccc(Br)cc2)c1C(=O)O
 : -3	-5	-1	23	-4	7	6	-0.7	-9	-12
- C/C(=N\NC(=O)c1ccncc1)c1c(O)n(-c2ccccc2)c(=O)[nH]c1=O
 : 4	7	-1	23	1	8	3	-0.5	nt	2
- COc1nc(Oc2ccc(=O)n(C)n2)nc(N(C)C)n1
 : -3	-2	1	-1	-3	-1	-7	-0.5	-12	2
- CCN1CCN(c2ccc(S(=O)(=O)N3CCCCC3)cc2NC(=O)/C=C/c2ccc([N+](=O)[O-])cc2)CC1
 : -27	-2	nt	nt	0	1	-4	2.8	10	-5
- Fc1ccc(Nc2nc(N3CCOCC3)c3ccccc3n2)cc1
 : -4	2	nt	-1	-13	1	3	-0.2	-17&-28	-5
- O=C(Nc1ccc(S(=O)(=O)NC2=NCCCCC2)cc1)c1cccc(S(=O)(=O)N2CCOCC2)c1
 : -4	-11	nt	nt	-2	-12	4	0.7	-2	-3
- CCOC(=O)C1=C(C)NC(SCC(N)=O)=C(C#N)C1c1cccs1 (centres undefined)
 : -6	1	2	21	-1	-4	-5	0.2	-17	-7
- Cc1cc(C)nc(N2C(=O)CC(C(=O)O)NC2=NCCc2c[nH]c3ccccc23)n1 (centres undefined)
 : 0	4	1	36	1	6	9	-0.4	-7	-4
- CCOC(=O)Cc1nc(-c2cccc(C(F)(F)F)c2)no1
 : 9	4	5	17	-1	-4	-4	-2.1	-28	-1
- O=C(NNS(=O)(=O)c1ccc2ccccc2c1)C1CCN(Cc2ccccc2)CC1
 : -6	0	1	27	4	1	-11	-0.2	-22	-1
- O=S(=O)(c1ccc(Cl)cc1)N1CCN(C(=S)Nc2ccccc2F)CC1
 : 8	-5	1	19	0	-6	-10	-0.8	1	9
- O=C(NCCCn1ccnc1)/C(=C/c1cccs1)NC(=O)c1ccco1
 : -3	0	3	12	3	-12	-5	-0.7	1	-1
- CCN1CCN(C(c2cccnc2)c2c(NC(=O)c3ccco3)sc(C)c2C)CC1 (centres undefined)
 : -9	1	nt	nt	-2	7	2	-2.0	-2	-2
- N#Cc1cc2nc(O)c(O)nc2cc1[N+](=O)[O-]
 : -29	-1	nt	nt	0	3	2	-0.7	-11	5
- COc1cc(OC)c(S(=O)(=O)NCc2ccco2)cc1S(=O)(=O)NCc1ccco1
 : -3	-4	-4	24	-10	-6	11	0.0	-5	3
- COc1ccc(-c2cc(-c3cccs3)c(C#N)c(SCC(=O)NCc3ccccc3)n2)cc1
 : -4	-1	2	23	-13	9	6	0.9	-4	-12
- O=C1c2ccccc2NC(c2ccccc2)N1/N=C/c1ccccc1 (centres undefined)
 : 9	-2	-2	31	-2	14	-2	-0.2	nt	3
- CCCn1c(SCC(=O)N2CCCCC2)nnc1C(C)C
 : 0	6	2	-5	-6	-15	10	-0.8	-5	6
- Cc1cccc(C)c1NC(=O)C1(NC(=O)Cn2cccc([N+](=O)[O-])c2=O)CCCCC1
 : -26	1	0	-10	10	3	-1	-0.1	-4	-2
- CCOc1ccc(S(=O)(=O)N/N=C(\C)c2ccc(OC)cc2OC)cc1
 : -3	-2	1	23	0	-7	-5	0.5	nt	4
- Cc1ccc(SCCC(=O)NCc2ccncc2)cc1
 : 10	-9	-1	30	-2	15	1	1.0	-8	3
- COc1nc(NCc2cccnc2)nc(OC)n1
 : -5	1	-3	-24	-5	-10	-7	?	-2	5
- CCC1CCCCN1C(=O)c1ccc([N+](=O)[O-])o1 (centres undefined)
 : -19	0	-9	-14	-2	4	3	-0.6	-3	7
- CN(Cc1cnc2nc(N)nc(N)c2n1)c1ccc(C(=O)N[C@@H](CCC(=O)O)C(=O)O)cc1
 : -14&-17	3&-9	nt	nt	-6&4	-48&-72	3&0	-0.4&1.5	12	5&-40
- CCCCOC(=O)c1ccc(N2C(=O)CC(N3CCN(C/C=C/c4ccccc4)CC3)C2=O)cc1 (centres undefined)
 : -3	-5	-2	23	1	-2	-4	0.3	3	-2
- CCOc1cc(C(=O)NCc2ccc(F)cc2)ccc1OCC(=O)N1CCCCC1
 : -5	-21	nt	nt	5	-3	7	-0.7	1	5
- Cc1ccccc1OCCn1cc(/C(N)=N/O)c2ccccc21
 : 2	-5	1	-9	-20	-3	10	-0.6	nt	4
- Cc1ccc(-n2c(-c3ccncc3)n[nH]c2=S)c(C)c1
 : 5	1	2	19	0	-7	3	0.2	-9	10
- Cc1cc(C)cc(N(C(C)C(=O)NCc2ccc3c(c2)OCO3)S(C)(=O)=O)c1 (centres undefined)
 : 1	-2	1	15	-7	3	16	-1.4	-16	8
- O=C(CSc1nnc(COc2ccccc2)n1Cc1ccco1)Nc1ccc2c(c1)OCCO2
 : 5	2	9	20	-2	3	-2	0.1	9	0
- Cc1cc[n+](CC2OCc3ccccc3CO2)cc1
 : -7	-9	-2	38	-22	6	6	0.2	-16	8
- N#Cc1c(NC(=O)CN2CCCCC2)sc2c1CCC2
 : -3	-3	0	-10	1	8	-3	0.3	7	2
- Cc1ccc(S(=O)(=O)CC(=O)Nc2ccc(S(=O)(=O)Nc3ccccn3)cc2)cc1
 : -3	-4	4	2	1	-9	-1	-0.6	11	7
- COC(=O)c1ccccc1NC(=O)C1CC(=O)N(c2ccc(C)c(C)c2)C1 (centres undefined)
 : -4	-2	-6	12	-13	2	-6	-0.6	0	4
- O=C(NCc1ccccc1C(F)(F)F)c1cccc2c1C(=O)c1ccc(N3CCCCC3)cc1S2(=O)=O
 : -7	6	nt	nt	-4	2	-18	1.2	-5	-675
- CN(C(=O)CSc1nnc(Nc2ccccc2)s1)c1c(N)n(Cc2ccccc2)c(=O)[nH]c1=O
 : 3	-1	3	-2	-12	-3	-2	0.3	13	1
- Cn1c(SCC(=O)C(C)(C)C)nnc1-c1ccncc1
 : 2	-4	-5	6	3	10	3	-0.3	-10	4
- CCOC(=O)C1CCCN(C(=O)Cn2nc(CC)n3c(cc4sccc43)c2=O)C1 (centres undefined)
 : -3	-7	-4	0	-11	2	5	-0.5	2	5
- CC(C)(C)c1cc(N)n2nc(C(C)(C)C)cc2n1
 : 4	2	-7	7	-2	1	-5	-0.4	-9	6
- CCn1ncc(C(=O)Nc2ccc([N+](=O)[O-])cc2OC)c1C
 : -9	-6	nt	nt	?	0	6	-6.0	2	0
- Cc1cccc(C)c1NC(=O)c1ccc([N+](=O)[O-])s1
 : -54	0	2	-7	0	9	-10	0.1	-8	10
- Cc1ccc(OCc2nc(-c3cccs3)no2)c([N+](=O)[O-])c1
 : -3	-2	1	26	0	-9	-2	0.2	-3	-5
- COc1cccc(CN2CCN(Cc3cccc(Oc4ccccc4)c3)CC2)c1OC
 : -6	-7	0	-12	-2	2	-2	-2.8	5	-19
- Cc1ccc(-n2c(C)cc(/C=N/NC(N)=S)c2C)cc1
 : -6	-2	-2	-2	-18	13	4	-0.3	nt	6
- c1ccc(OCCN2CCN(Cc3nc(-c4ccc5c(c4)OCO5)no3)CC2)cc1
 : -7	-1	4	-4	-2	-5	0	-0.8	-3	0
- COC(=O)c1sc(NC(C)=O)c(C(=O)OC)c1C
 : -5	1	-2	31	3	15	6	0.4	-14	0
- COc1ccc(OC)c2c1sc(=NC(=O)C(C)(C)C)n2C
 : 1	1	-6	12	-12	-3	9	-0.1	-6	-1
- O=C(CN1CCN(c2ccccc2)CC1)Nc1ccc(-n2cnnn2)cc1
 : 3	-5	3	24	-1	1	2	0.3	-16	3
- O=C(NNC(=S)Nc1cccc(Cl)c1)c1ccccc1
 : 5	-2	1	9	-19	-1	-1	-2.1	-5	2
- Cc1cc(C(=O)NNC(=O)c2cccs2)c(C)o1
 : -3	-5	nt	nt	-5	1	-9	0.8	2	3
- COc1ccc(-n2nc(C(=O)NCC(=O)NCc3ccc(F)cc3)c3ccccc3c2=O)cc1OC
 : -3	0	-3	1	1	7	-73	0.1	-5	7
- CCOc1ccccc1CN1CCCC(C(=O)Nc2cccc(-n3cccn3)c2)C1 (centres undefined)
 : -13	-2	-4	2	9	11	-4	0.3	-4	-4

Part of the list above with just Anthrax LF inh2 and DUSP3 inh.
SMILES | Anthrax LF inh2 | DUSP3 inh
COC(=O)c1sc(NC(C)=O)c(C(=O)OC)c1C | 1 | 31
Cc1ccc(OCc2nc(-c3cccs3)no2)c([N+](=O)[O-])c1 | -2 | 26
COc1ccc(-n2nc(C(=O)NCC(=O)NCc3ccc(F)cc3)c3ccccc3c2=O)cc1OC | 0 | 1

Further entries
Second line of a record: PrPC surface inh	Anthrax LF inh2	3CLpro inhibitor	DUSP3 inh	BoNT-F LC inh	CCHF vOTU inh	Rv3671c inh	BoNT-A LC inh2	PriA SSB inh	MazF activator
- COCCNc1nnc(Cc2ccc(Cl)cc2)c(=O)[nH]1
 : 5	0	-3	21	24	-9	5	-3.2	-12	0
- Cc1sc2ncnc(N3CCN(S(=O)(=O)c4ccc(F)cc4)CC3)c2c1C
 : 5	3	2	41	-5	1	-15	-2.5	-9	8
- CN1C(=O)N(CC(=O)Nc2cccc(S(=O)(=O)N(C)c3ccccc3)c2)C(=O)C12CCCCC2
 : 9	3	nt	nt	3	20	nt	-0.8	3	-1
- CC1=C(C(=O)N2CCOCC2)C(c2c(F)cccc2F)NC(=O)N1 (centres undefined)
 : 0	-2	-1	6	0	-9	5	-0.1	-2	7
- O=Cc1ccccc1Oc1nc(N2CCOCC2)nc(N2CCOCC2)n1
 : 4	-1	-4	18	-7	17	0	-0.1	-7	-3
- COc1cccc(C(=O)NCC2CCCN2S(=O)(=O)c2ccccc2)c1 (centres undefined)
 : 3	1	nt	nt	-12	-7	3	-4.0	6	-6
- Nc1nc(N)nc(-c2cc(O)ccc2O)n1
 : -2	2	nt	nt	-1	29	-11	0.2	-5	-6
- CC(=O)Nc1cc(C(=O)N2CCC3(CC2)OCCO3)ccc1S(=O)(=O)c1ccc(Cl)cc1
 : 5	-2	2	0	-3	-4	2	0.3	-11	12

An excerpt; the hit share may differ from the screen's.
